Screening data (PubChem BioAssay)
GPR7 antag: GPR7 receptor antagonists, primary screen, cell-based, fluorescence, single concentration; Neuropeptides B/W receptor type 1 (Homo sapiens), P48145; GPR7-expressing cells, fluorescence antagonist assay; inhibition, % at 4.4 µM; hit rate 1.1% among 290,000; AID 1861, 2009; in the data active = inhibition above about 16%, passing the limit was not always enough;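 also: cells stimulated with the agonist NPW; 0% = agonist with vehicle and 100% = vehicle without agonist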
Target sequence (P48145 whole entry, looked up): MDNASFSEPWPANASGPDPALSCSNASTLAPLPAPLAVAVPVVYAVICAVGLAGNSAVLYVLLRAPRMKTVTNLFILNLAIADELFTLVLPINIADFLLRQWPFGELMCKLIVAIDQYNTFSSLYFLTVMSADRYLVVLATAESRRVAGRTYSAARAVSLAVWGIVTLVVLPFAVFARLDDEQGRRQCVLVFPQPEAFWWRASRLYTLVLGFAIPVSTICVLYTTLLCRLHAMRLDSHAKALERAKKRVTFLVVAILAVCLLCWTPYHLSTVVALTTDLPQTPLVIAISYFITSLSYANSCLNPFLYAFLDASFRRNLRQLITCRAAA
MEKK2mut PB1 HTS: MEK5 binding signal on mutant MEKK2 PB1, primary screen, biochemical, multiplex bead flow cytometry, Alexa488-MEK5; percent response, % at 10 µM; Alexa488-MEK5 binding to MEKK2 mutant; hit rate 0.35% among 290,000; in the data active = percent response above about 24%, passing the limit was not always enough; also: inactives centre near 1; some results filed as inactive read as strong as hits
GalR3 antag: GalR3 antagonists in HEK293 cells, primary screen, cell-based, fluorescence readout; Galanin receptor type 3 (Homo sapiens), O60755; HEK293 GalR3-CNG cAMP membrane potential fluorescence; galR3 body fused to GalR1 C-terminus; inhibition, % at 3 µM; hit rate 0.44% among 360,000;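 active = inhibition above the screen-wide average plus 3 SD, cut at about 13% in these data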;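 also: forskolin and galanin both at EC90 stimulate the cells; cAMP rise reported by CNG channel membrane potential dye signal; 0% = forskolin plus galanin with DMSO and 100% = forskolin alone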
Target sequence (O60755 1-299 limits assumed): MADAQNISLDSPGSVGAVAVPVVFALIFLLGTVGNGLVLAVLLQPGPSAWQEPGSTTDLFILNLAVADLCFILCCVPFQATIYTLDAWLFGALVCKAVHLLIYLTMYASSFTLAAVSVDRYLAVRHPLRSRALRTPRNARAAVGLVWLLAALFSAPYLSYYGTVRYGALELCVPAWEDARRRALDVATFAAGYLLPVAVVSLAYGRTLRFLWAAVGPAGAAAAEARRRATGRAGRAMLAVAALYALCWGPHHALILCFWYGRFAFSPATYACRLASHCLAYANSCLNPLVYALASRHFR
MEKK2wt PB1 HTS: modulators of MEK5 binding to wildtype MEKK2, primary screen, biochemical, multiplex bead flow cytometry, Alexa488-MEK5. Mitogen-activated protein kinase kinase kinase 2 (Homo sapiens), Q9Y2U5. Alexa488-MEK5 binding to MEKK2 WT; actives lie on both sides. binding response (% of control), % at 10 µM. hit rate 1.1% among 290,000; in the data active = binding response below about 67% or above about 130%
NALP1 inh: NALP1 inflammasome inhibitors in reconstituted yeast, colorimetric, S. cerevisiae, triplicate retest. S. cerevisiae NALP1/ASC/caspase-1 growth, X-gal OD620, 72 h. inhibition, % at 10 µM. hit rate 0.61% among 280,000. AID 2071, 2009; in the data active = inhibition mostly above about 24%, no sharp cut-off; inactive = mostly below about 32%; also: some compounds called inactive have numbers as strong as hits
OXTR ag: human OXTR agonists, primary screen, fluorescence, CHO-OTR cells, Fluo-8 calcium | Oxytocin receptor (Homo sapiens), P30559 | Fluo-8 calcium fluorescence; normalized: DMSO 0%, oxytocin 100% | activation, % at 3 µM | hit rate 0.32% among 320,000;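 active = activation above the mean of all tested compounds plus 3 SD, cutoff set per screening run, cut at about 20% in these data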;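 also: peak over basal fluorescence ratio from a 100 s FLIPR kinetic read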
Target sequence (P30559 whole entry, looked up): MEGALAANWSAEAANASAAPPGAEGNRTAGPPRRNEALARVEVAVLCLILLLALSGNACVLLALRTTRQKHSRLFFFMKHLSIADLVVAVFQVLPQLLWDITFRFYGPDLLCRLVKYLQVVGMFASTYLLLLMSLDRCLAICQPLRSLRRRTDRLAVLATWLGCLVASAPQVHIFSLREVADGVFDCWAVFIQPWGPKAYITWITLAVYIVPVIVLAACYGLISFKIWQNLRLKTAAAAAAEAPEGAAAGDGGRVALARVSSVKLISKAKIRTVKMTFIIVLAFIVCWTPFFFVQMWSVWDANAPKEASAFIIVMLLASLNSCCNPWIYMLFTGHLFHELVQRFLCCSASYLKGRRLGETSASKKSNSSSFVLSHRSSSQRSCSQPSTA
OXTR potentiator: human OXTR potentiators, primary screen, fluorescence, CHO-OTR cells, Fluo-8 calcium; hit rate 0.061% among 320,000; Oxytocin receptor (Homo sapiens), P30559; AID 2445, 2010; activation, % at 3 µM; Fluo-8 calcium fluorescence, potentiator mode; 0% = oxytocin EC15, 100% = EC100;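 active = activation above that plate's cutoff, the mean activation of tested compounds plus 3 SD, cut at about 6.6% in these data, passing the limit was not always enough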;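 also: 100% uses oxytocin at 75 nM as the full agonist control; some results filed as inactive read as strong as hits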
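Material: human OTR in CHO cells. Compound: 3.0 µM, one dose. Timing: compound 6 min at room temperature before oxytocin, 100 s read. Evaluation: % activation of max/min ratio relative to oxytocin controls. Replication: single well per compound, singlicate. Signal: Fluo-8 calcium dye fluorescence.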
M18AAP inhibitor: PfM18AAP inhibitors, malaria aminopeptidase, primary screen, biochemical, QFRET, recombinant enzyme | M18 aspartyl aminopeptidase (Plasmodium falciparum 3D7) | H-Glu-NHMec fluorogenic cleavage | inhibition, % at 7.35 µM | hit rate 1.2% among 290,000 | AID 1822, 2009;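 active = inhibition above the campaign mean inhibition over all tested compounds plus 3 SD, cut at about 28% in these data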;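 also: 0% = plate median of test compound wells and 100% = 2 mM ZnCl2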
V1R ag counter: agonists of human V1a receptor, primary screen, counter-screen for OXTR agonist project, fluorescence, CHO-V1R cells; Vasopressin V1a receptor (Homo sapiens), P37288; Fluo-8 calcium fluorescence, agonist mode; 0% DMSO, 100% 3 nM vasopressin; activation, % at 3 µM; hit rate 0.25% among 320,000;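 active = activation above the mean activation of all tested compounds plus 3 SD, per screening run, cut at about 20% in these data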;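 also: signal is peak over basal fluorescence ratio across a 100 second FLIPR read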
* = called active by the depositor; · = no result given.

SMILES | GPR7 antag | MEKK2mut PB1 HTS | GalR3 antag | MEKK2wt PB1 HTS | NALP1 inh | OXTR ag | OXTR potentiator | M18AAP inhibitor | V1R ag counter
COc1ccc(N2CCN(CCCNC(=O)c3cc4sccc4n3C)CC2)cc1 | -11.9 | 18.0 | -7.1 | 148.0* | 12.8 | 1.0 | -7.6 | 13.8 | 1.3
Cc1ccc(C2=NN(CC(=O)NCCN(CC(C)C)CC(C)C)C(=O)CC2)cc1 | 12.4 | 1.0 | -4.3 | 101.0 | 19.5 | -1.5 | -7.4 | -5.5 | -0.1
O=C(CS(=O)(=O)c1ccccc1)Nc1ccc(Br)cn1 | 2.4 | 1.0 | -7.9 | 99.0 | 26.2 | -1.0 | -1.5 | -5.9 | -1.0
CC(=O)Nc1ccc(-c2cc(N)n(-c3ccccc3)n2)cc1 | 5.2 | 0.0 | -2.1 | 102.0 | · | 0.8 | 5.1 | 5.4 | -0.2
O=C(Cn1cc2c(n1)CCCC2)N1CCCC1 | -7.8 | -6.0 | -0.1 | 97.0 | 14.1 | 0.0 | -0.9 | 6.1 | 0.9
O=C(COc1ccccc1)NCC(=O)N/N=C/c1ccco1 | -14.1 | -1.0 | 4.5 | 105.0 | 12.3 | -0.5 | -4.0 | -0.1 | -0.3
CC(=O)c1ccc(NC(=O)c2c(C)nn(-c3ccccc3)c2Cl)cc1 | -1.9 | -1.0 | 1.2 | 97.0 | 17.5 | -1.3 | -5.3 | -4.9 | 0.3
CC(C)CC1NC(=O)c2cc(Cl)ccc2-n2c1nc1cc(F)ccc1c2=O (configuration not stated) | · | · | -2.4 | · | · | -2.6 | 14.9* | · | -1.0
COc1ccccc1NC(=O)CC1CCCC1 | -0.7 | 0.0 | -5.5 | 100.0 | 11.8 | -0.9 | 3.8 | -4.4 | -0.2
CCC(C)n1c(SCc2ccccc2)nc2ccsc2c1=O (configuration not stated) | -4.7 | 1.0 | -12.4 | 108.0 | 25.4 | -1.5 | 3.4 | -2.9 | -0.8
CCOc1cccc2sc(N3CCN(C(=O)c4ccc5ncsc5c4)CC3)nc12 | · | · | -5.7 | · | · | -0.3 | -0.4 | · | -0.7
CC1(C)CC(=O)C2=C(C1)NC(SCC(=O)Nc1ccccc1)=C(C#N)C21CCCCC1 | 2.4 | 1.0 | -5.9 | 96.0 | 7.8 | 1.1 | -8.8 | 1.7 | 0.2
CC(=O)c1ccc(C(=O)Nc2ccc3c(c2)C(=O)NC3=O)cc1 | 22.2* | -8.0 | 2.2 | 87.0 | 18.5 | -0.3 | -4.7 | 13.9 | 0.0
CC(=O)c1sc(C(C)(C)C)cc1NC(=O)/C=C/C(=O)O | -4.5 | -1.0 | -1.1 | 99.0 | -26.6 | 0.6 | -8.1 | 7.5 | 0.2
O=[N+]([O-])c1ccccc1Nc1ccc(O)cc1 | -13.9 | 9.0 | -6.0 | 112.0 | 11.2 | -0.3 | -8.5 | 25.4 | 0.7
COc1ccc2nc(Sc3c([N+](=O)[O-])nc(C)n3Cc3ccccc3)[nH]c2c1 | 11.4 | 5.0 | -2.3 | 118.0 | -7.8 | -1.9 | -10.2 | -3.9 | 0.1
COCCOc1nc2c(c(=O)n(C)c(=O)n2C)n1Cc1cccc(OC)c1 | -9.3 | 7.0 | -3.8 | 104.0 | -1.2 | 3.7 | -13.6 | -1.0 | 5.8
O=C(CCc1c[nH]c2ccccc12)NCCc1ccccc1 | -5.7 | -2.0 | -9.4 | 101.0 | 6.9 | -0.1 | -8.2 | -4.8 | -0.5
CC(C(=O)NC1CC(C)(C)NC(C)(C)C1)c1ccc([N+](=O)[O-])cc1 (configuration not stated) | 9.0 | -4.0 | -4.8 | 93.0 | 7.7 | 0.4 | -2.7 | 0.8 | 0.5
Cc1cnc(NC(=O)CSc2nnc(-c3ccccc3)o2)s1 | -15.3 | 1.0 | -5.5 | 102.0 | 5.6 | 0.1 | -5.3 | 3.4 | 0.2
COc1ccc(N(CC(=O)NCCSc2ccc(C)cc2)S(=O)(=O)c2ccccc2)c(OC)c1 | -3.6 | -2.0 | -10.4 | 100.0 | -12.4 | 3.3 | -14.2 | -7.0 | 3.0
O=C(CS(=O)(=O)Cc1ccccc1)N1CCN(Cc2ccc3c(c2)OCO3)CC1 | 0.1 | 1.0 | -5.8 | 100.0 | 15.8 | 2.1 | -2.3 | -7.8 | 0.5
CCOC(=O)C1(Cc2ccccc2C)CCCN(S(C)(=O)=O)C1 (configuration not stated) | 16.4 | 0.0 | -4.0 | 102.0 | 26.5 | -1.0 | -14.8 | 1.2 | 0.3
O=C(Nc1nccs1)c1cc([N+](=O)[O-])ccc1Cl | -13.0 | 1.0 | -8.9 | 105.0 | · | -1.1 | -1.4 | -0.3 | 0.5
CCOc1ccc(C(=O)NCC(=O)OC(C)C(=O)NCc2ccco2)cc1OCC (configuration not stated) | 4.2 | 2.0 | 2.9 | 98.0 | -0.6 | 0.2 | -11.1 | 4.0 | -0.7

2 of the compounds above, field by field:
SMILES: Cc1ccc(C2=NN(CC(=O)NCCN(CC(C)C)CC(C)C)C(=O)CC2)cc1
  GPR7 antag: 12.4
  MEKK2mut PB1 HTS: 1.0
  GalR3 antag: -4.3
  MEKK2wt PB1 HTS: 101.0
  NALP1 inh: 19.5
  OXTR ag: -1.5
  OXTR potentiator: -7.4
  M18AAP inhibitor: -5.5
  V1R ag counter: -0.1
SMILES: O=C(CS(=O)(=O)c1ccccc1)Nc1ccc(Br)cn1
  GPR7 antag: 2.4
  MEKK2mut PB1 HTS: 1.0
  GalR3 antag: -7.9
  MEKK2wt PB1 HTS: 99.0
  NALP1 inh: 26.2
  OXTR ag: -1.0
  OXTR potentiator: -1.5
  M18AAP inhibitor: -5.9
  V1R ag counter: -1.0

(cont.)
SMILES | GPR7 antag | MEKK2mut PB1 HTS | GalR3 antag | MEKK2wt PB1 HTS | NALP1 inh | OXTR ag | OXTR potentiator | M18AAP inhibitor | V1R ag counter
COc1ccccc1OCCNC(=O)CN(c1cccc(C)c1)S(=O)(=O)c1ccccc1 | -18.1 | 8.0 | 1.1 | 108.0 | 1.6 | 1.0 | -15.9 | 2.9 | 1.8
CC(/C=N/NC(=O)c1cc(-c2ccc(C)s2)[nH]n1)=C\c1ccccc1 | 1.1 | 8.0 | -5.7 | 104.0 | 22.0 | -0.3 | -4.3 | -3.7 | 0.2
Cc1cc(Cl)cc(C)c1OCC(=O)NC1CCCCCC1 | · | · | -4.3 | · | · | -2.2 | -7.7 | · | -0.1
COc1ccccc1COc1ccc2c(C)c(CCC(=O)O)c(=O)oc2c1C | 8.7 | -3.0 | -10.2 | 96.0 | 5.7 | 0.4 | -3.4 | 0.9 | 0.4
COc1ccc(C2(CNC(=O)C(c3ccccc3)c3ccccc3)CCOCC2)cc1OC | 6.5 | 2.0 | -1.0 | 103.0 | 5.1 | -1.5 | 1.4 | -3.2 | 3.1
CC1(C)Cc2c(C#N)c(SCCC#N)nc(N3CCOCC3)c2CS1 | -7.1 | 1.0 | 2.1 | 103.0 | 5.6 | -2.4 | -9.8 | -0.3 | -1.0
COc1ccc(C(=O)NCCC2=CCCCC2)cc1 | 5.1 | 1.0 | -3.6 | 107.0 | 40.0 | -2.1 | -4.6 | 0.3 | 1.1
COc1ccc(CS(=O)(=O)CC(C)(O)c2ccc(Cl)cc2)cc1 (configuration not stated) | 0.3 | 0.0 | -9.5 | 104.0 | 0.1 | -2.3 | -10.9 | -2.6 | 0.4
CCOc1cc(C2C(C(=O)OC)=CN(Cc3ccc(Cl)cc3)C=C2C(=O)OC)ccc1O | 13.2 | 8.0 | -9.2 | 104.0 | 16.8 | -2.4 | -17.0 | 5.9 | -0.3
Cc1nn(-c2ccc(Cl)c(Cl)c2Cl)c(=O)c2ccccc12 | -10.2 | 3.0 | -2.6 | 104.0 | 2.6 | -1.7 | -15.8 | -0.4 | -1.8
CCCC(=O)C1=C(O)C(C(=O)OC)C(C)(C)CC1=NCCCCCC(=O)O (configuration not stated) | -3.7 | -13.0 | -6.1 | 94.0 | -4.6 | -1.0 | 0.1 | -6.9 | -1.0
CC(C)(C)NC(=O)C(c1ccco1)N(C(=O)Cn1nnc(-c2ccc(F)cc2)n1)c1ccccc1 (configuration not stated) | -12.1 | · | -8.5 | · | · | 0.0 | -6.8 | -1.8 | 0.4
O=C1OC(OC(=O)c2ccccc2Br)C(N2CCOCC2)=C1Cl (configuration not stated) | -9.0 | -1.0 | -10.0 | 99.0 | 9.0 | 4.6 | -5.9 | -3.0 | 2.2
O=[N+]([O-])c1ccc(COc2ccc(-c3[nH]ncc3-c3ccccc3)c(O)c2)cc1 | 10.5 | -1.0 | -6.0 | 107.0 | 19.8 | 5.4 | -9.5 | -5.2 | 5.8
CCn1c(C)c(C(C)=O)c(N2CCN(c3ccc(OC)cc3)CC2)nc1=S | -10.9 | 2.0 | 1.1 | 107.0 | -7.5 | 0.3 | -6.7 | 12.1 | -0.3
CSc1nc(-c2ccccc2)nn1C(=O)c1ccccc1 | -2.4 | · | -4.0 | · | 6.3 | -0.6 | -8.0 | 2.0 | 0.9
Nc1nc(-c2ccco2)nn1C(=O)c1ccc([N+](=O)[O-])cc1 | -6.7 | -10.0 | 0.8 | 87.0 | 6.5 | 1.0 | -4.2 | 2.2 | 1.3
CCN1/C(=C2\C(=O)N(C)C(=S)N2c2ccccc2)C=Cc2ccccc21 | -9.8 | 5.0 | -5.7 | 112.0 | · | -0.1 | 0.2 | 13.2 | -0.2
CC(C)(C)c1ccc(-c2nc(C#N)c(NCc3cccnc3)o2)cc1 | -0.8 | -3.0 | -1.9 | 97.0 | 15.4 | 2.5 | 0.1 | 0.8 | 1.1
O=C(Cc1ccc(S(=O)(=O)N2CCOCC2)s1)Nc1ccccc1N1CCCC1 | -15.4 | -1.0 | -2.2 | 104.0 | 10.4 | 0.4 | -2.0 | 8.0 | 1.1
COc1ccc(CCNC(=O)CCc2nnc(Cc3ccc4c(c3)OCO4)o2)c(OC)c1 | 3.9 | -2.0 | -3.4 | 104.0 | 22.7 | -0.5 | -2.3 | 7.2 | 1.6
Clc1nc(-c2ccccc2)ncc1Oc1ccccc1 | · | · | -0.1 | · | · | -1.8 | -3.5 | · | -0.1
CC(/C=C/c1cccc([N+](=O)[O-])c1)=N\NC(=O)c1ccncc1 | 3.5 | 1.0 | -2.0 | 102.0 | 35.1 | 0.2 | -5.0 | 9.9 | 0.6
CCc1nnc2n1N=C(c1ccc([N+](=O)[O-])cc1)CS2 | -11.4 | -15.0 | -1.7 | 88.0 | -13.2 | -0.4 | -2.2 | 5.4 | 1.4
CCCCCNC(=O)Cc1ccc(OC)cc1 | -0.2 | 7.0 | 3.3 | 106.0 | -8.1 | -0.7 | -2.3 | -2.6 | 0.8
O=C(CN1CCOCC1)Nc1cccc(C(F)(F)F)c1 | · | · | -2.0 | · | · | 0.2 | -5.2 | · | 5.3

Random draw from the library; 4.1% or so of the library scored in one or more.
